12-LOX inh: Primary qHTS assay for inhibitors of human arachidonate 12S-lipoxygenase (ALOX12): Round 2; purified 12hLO, xylenol orange hydroperoxide absorbance; Polyunsaturated fatty acid lipoxygenase ALOX12 (Homo sapiens), P18054; actives 1.1% (n = 580,000); Potency, µM (top dose mostly 108 µM), for inactives: top-dose activity change, negative = inhibition, usual class: inhibitors; active means well fitted inhibition curve with a large enough effect; inconclusive means small, poorly fitted or top-dose-only effect, or another doubt; inactive means no such curve, though single readings can be large or run the other way
Target sequence (P18054 whole entry, looked up): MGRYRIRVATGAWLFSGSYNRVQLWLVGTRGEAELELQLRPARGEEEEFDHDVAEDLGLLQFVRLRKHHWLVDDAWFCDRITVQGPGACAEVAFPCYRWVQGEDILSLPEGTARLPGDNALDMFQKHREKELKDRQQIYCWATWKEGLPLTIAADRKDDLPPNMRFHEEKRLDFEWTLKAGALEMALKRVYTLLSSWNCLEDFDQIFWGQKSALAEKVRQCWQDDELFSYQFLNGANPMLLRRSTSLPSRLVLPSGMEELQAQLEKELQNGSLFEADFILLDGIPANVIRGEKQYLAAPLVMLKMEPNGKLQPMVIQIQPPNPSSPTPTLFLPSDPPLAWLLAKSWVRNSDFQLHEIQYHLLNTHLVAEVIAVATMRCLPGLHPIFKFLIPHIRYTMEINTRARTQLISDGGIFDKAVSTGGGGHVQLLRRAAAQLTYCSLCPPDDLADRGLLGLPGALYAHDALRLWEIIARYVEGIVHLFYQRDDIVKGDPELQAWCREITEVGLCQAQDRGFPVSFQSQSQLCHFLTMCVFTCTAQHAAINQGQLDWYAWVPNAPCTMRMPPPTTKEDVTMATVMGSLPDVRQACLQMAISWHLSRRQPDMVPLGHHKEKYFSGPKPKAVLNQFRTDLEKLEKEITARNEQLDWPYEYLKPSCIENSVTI
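Purified human 12hLO at 150 nM in 25 mM Hepes, 0.01% Triton X-100, pH 7.0, preincubated 15 min at room temperature with compound. Reaction started with 40 uM arachidonic acid, 30 min at room temperature. Hydroperoxide measured by Fe-xylenol orange, 573/405 nm absorbance ratio.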
Numbers without * were called inactive; ? = inconclusive; & = joins results of further samples; [ ] = dose if it differs, or a comment. On the % scale 0 is the no-effect control and ±100 the full control effect; potency means the concentration at half of the fitted maximal effect.

canonical_smiles | 12-LOX inh
O=C(c1ccco1)N1CCC(n2cc(-c3nc(C4CC4)no3)nn2)C1 (stereo unspecified) | -2.4%
COc1ccccc1N1CCN([C@H]2[C@@H]3OC[C@@H](O3)[C@@H](NCc3ccccc3O)[C@@H]2O)CC1 | 9.4%
COc1ccc(CC(=O)N2CCC(Cc3nc(-c4ccccc4)no3)CC2)cc1 | -2.2%
COCC(=O)N1CCCN(c2nc3ncccc3o2)CC1 | ?
c1cc(N2CCOCC2)ncc1-c1noc([C@@H]2CCCN2)n1 | 16.4%[176 µM]
COC(=O)c1c(NC(=O)c2ccco2)c2cc(NC(C)CCn3cccn3)cnc2n1C (stereo unspecified) | -16.3%
O=C(CCc1ccccc1)NCCC1CCN(C(=O)Nc2cc(F)cc(F)c2)CC1 | 25.1%
COCC(=O)N[C@H]1C[C@@H](CO)N(Cc2cccc(F)c2F)C1 | ?
COCCOc1cc(C)c2c(c1C)C[C@H](C(C)C(=O)NC(C)(C)C)CC2 (stereo partly specified) | 7.7%[176 µM]
COCc1noc(CCNC(=O)C2CCN(C(=O)C3CC3)CC2)n1 | -8.0%
COc1ccc2nc(C[C@@H]3C[C@@H](C(C)C)[C@H](CNC(=O)CCC(=O)O)C=C3C)[nH]c2c1 | 15.3%[176 µM]
O=C(CCc1ccccc1)NCC(=O)N1CCCCCCNC(=O)CC1c1ccccc1 (stereo unspecified) | 10.9%
c1ccc(-c2noc(-c3cncnc3NC3CCCCC3)n2)cc1 | 2.5%
c1ccc(Cn2nc(C3CCOCC3)nc2C2CCC2)cc1 | 48.3%[activator]
O=c1n(-c2ccc(C(F)(F)F)cc2)nc2n1CCN([S+](=O)([O-])c1cccc(C(F)(F)F)c1)C2 | 13.3%
O=C(NCc1cc(F)ccc1F)[C@@H]1CNC[C@H]1COc1cccnc1 | ?
CN1Cc2ncnc(N3CCN(Cc4ccccc4)CC3)c2CN(c2ccc([N+](=O)[O-])cc2)C1=O | ?
CCNC(=O)CN1CCN(c2nccc(C3CCCC3)n2)CC1 | 23.4%
COCCC(=O)N1CCC(n2c(C)cnc2C2CC2)CC1 | -4.4%
COC(=O)c1sccc1NC(=O)N1CCCC1c1noc(COc2ccc(F)cc2)n1 (stereo unspecified) | 14.1%
Cc1noc(C)c1-c1cc2cc(CO)oc2c(Nc2cccnc2)n1 | 59.5%[activator][176 µM]
COc1ccc(C2Cn3nnc(C(=O)N4CCN(C(=O)Cc5ccccc5Cl)CC4)c3CO2)cc1 (stereo unspecified) | 7.4%
CN(C)Cc1cc(C[C@@H]2C[C@H](NC(=O)COc3ccccc3)C2(C)C)no1 | 30.4%[activator][176 µM]
Cc1cccc2c1nc1n2[C@@H](CNCc2ccc(S(C)(=O)=O)cc2)COC1 | -16.3%[176 µM]
OCc1ccnc(-c2ccc(-c3ccn[nH]3)cc2)c1 | -0.8%
O=C(Nc1ccc2cn[nH]c2c1)c1ccc2c(c1)OCCN(c1ccccc1)C2 | 68.3%[activator][176 µM]
O=C(COc1cccc(-c2nnc3n2CCCC3)c1)Nc1ccc(Cl)cc1F | -2.6%
COCCN1CCC(CN2CCN(c3ncc(C)c(N)n3)CC2)CC1 | 10.5%
CNC(=O)[C@@H]1CN(C(=O)Cc2c(C)noc2C)C[C@H]1COC | 36.1%[activator]
c1cc(CN2CCC(N3CC(OCC4CC4)C34CCOCC4)CC2)ccn1 (stereo unspecified) | 49.2%[activator]
COc1cc(OC)cc(-c2nc3ccc(-c4ccc(OC)c(OC)c4OC)cc3o2)c1 | 12.8%
O=C(c1ccncc1)N1CCC2(CC1)NC(=O)N(Cc1ccccc1Cl)C2=O | 33.3%
Cc1cc(N2CCN(C(=O)OC(C)(C)C)C[C@H]2C)ccc1N1CC[C@@H](O)C1 | ?
Cc1ccsc1C(=O)N1CCC(n2cc(-c3nc(-c4ccccc4)no3)nn2)CC1 | 18.8%
CCCCCCCCN1C(=O)[C@@H](CC(=O)NCCCOC)C[C@@]2(C(=O)OC)C1=C[C@H](C(C)(C)C)O[C@@H]2C | -21.0%
COCC(=O)N[C@H]1C[C@H]2C(=O)Nc3ccc(/C=C/c4ccc(OC)cc4)cc3C(=O)N2C1 | 7.2%
CCCc1noc(-c2cn(C3CCN(C(=O)c4cc(F)ccc4Cl)CC3)nn2)n1 | 37.8%[activator]
CC(=O)Nc1ccc(CN2CCC(N3CCOCC3=O)CC2)cc1 | -1.1%&9.1%[6.33 µM]
CN(CCNC(=O)CCc1cc2ccccc2[nH]c1=O)C1CCCCC1 | 21.4%
CCNC(=O)N[C@H]1[C@H](O)[C@@H](N(CC)CC)[C@@H]2OC[C@H]1O2 | 19.0%[176 µM]

(further entries)
Molecule	12-LOX inh
O=C1OC[C@@H]2CCN(Cc3cccc(Cl)c3)Cc3ccc(F)cc3N12	10.1%[176 µM]
COc1ccc(CN2C[C@H]3CN(Cc4cccc(OC(F)(F)F)c4)CCN3C2=O)cc1	11.4%
CCOC(=O)C1(Cc2ccccc2F)CCCN(C(=O)CCc2c[nH]c3ccccc23)C1 (stereo unspecified)	85.5%[activator]
CCN(C)C(=O)C1=COC2=NC(=O)N(Cc3cccc(Cl)c3)CCN12	?
CO[C@H]1C(=O)N(C(C)C)[C@H]1C1CCN(C(=O)c2cccc3[nH]ccc23)CC1	36.7%
COc1ccc([C@H](C)NC(=O)c2c(C)noc2-c2cc(OC)c(OC)c(OC)c2)cc1	17.0%
O=C1CC[C@@H](C(=O)N2CCc3onc(C(c4ccccc4)c4ccccc4)c3C2)N1	56.4%[activator]
COc1ccc(-c2cc(C(=O)NCC(C)C)c3c(C4CCCN4)nn(C)c3n2)cc1 (stereo unspecified)	13.6%[6.33 µM]
CCC(=O)NC1CCN(c2cnn(CC)c(=O)c2)CC1	9.5%
C[C@@H]1CN(C(=O)CCCc2cccs2)C[C@@]1(O)C1CCC1	52.5%[activator]

In the list so far, these contain a tert-butyl group.
Molecule	12-LOX inh
COCCOc1cc(C)c2c(c1C)C[C@H](C(C)C(=O)NC(C)(C)C)CC2 (stereo partly specified)	7.7%[176 µM]
Cc1cc(N2CCN(C(=O)OC(C)(C)C)C[C@H]2C)ccc1N1CC[C@@H](O)C1	?
CCCCCCCCN1C(=O)[C@@H](CC(=O)NCCCOC)C[C@@]2(C(=O)OC)C1=C[C@H](C(C)(C)C)O[C@@H]2C	-21.0%

(next part)
Molecule	12-LOX inh
CC(C)CN1C(=O)c2cccn2CC1C(=O)NCC1CCN(Cc2cccc(F)c2)CC1 (stereo unspecified)	26.2%
CC1=NS(=O)(=O)N(C)C=C1C(=O)OCc1noc(-c2ccccc2F)n1	12.3%
COc1ccccc1N1CCN([C@@H]2[C@H](O)[C@H](CO)O[C@@H]2CN(Cc2ccc(F)cc2)Cc2ccc(F)cc2)CC1	28.2µM*
CN1C[C@@H](NC(=O)c2ccc(C#N)cc2)C[C@H]1c1nc(-c2ccc(OC(F)(F)F)cc2)no1	6.6%
Cc1[nH]cnc1CN1CCNc2cc(Nc3ccccc3)ncc2C1	110.3%[activator][176 µM]
COCCNC(=O)c1cc(-c2ccccc2F)cc2c1OCCN2Cc1cccnc1	20.4%[176 µM]
COc1ccc(NC(=O)Cc2c[nH]c3ncc(-c4ccccc4)cc23)cc1OC	-15.9%[176 µM]
COc1cccc(CN2Cc3cc(NC(=O)c4cccc(F)c4)ccc3OC(C)C2=O)c1 (stereo unspecified)	-6.7%
O=C(NCCCc1ccccc1)C1CCN(c2cc(C(F)(F)F)ncn2)CC1	23.5%
Cc1oc2c(c1C(=O)NC1CCN(C)CC1)CN(Cc1ccc(F)cc1)CC2	-4.2%
CCc1cccc(C)c1NC(=O)Cn1nc2n(c1=O)CCCC2	48.8%[activator]
Cc1ccc(-n2nc3n(c2=O)CCN(C(=O)c2ccc(Cl)nc2)C3)cc1	-0.3%
O=C(N1CCc2c(nc[nH]c2=O)C1)C1(S(=O)(=O)c2ccccc2)CC1	18.6%
O=C(Nc1ccccc1)[C@H]1O[C@H](CCN2CCN(c3ccc(F)cc3)CC2)CC[C@@H]1O	?
NC(=O)c1ccc(OC2CCN(S(=O)(=O)c3ccc(F)cc3)CC2)nc1	5.2%
COCC(=O)NC[C@H]1CCN(Cc2cn(C)c3ccccc23)C[C@H]1N(C)C	31.1%
C=CCOC/C=C/C#CCN(CC=C)Cc1ccc(OC)cc1OC	-6.8%
CN1C[C@@H](NC(=O)c2ccc3c(c2)OCO3)C[C@H]1c1nc(-c2ccc(Cl)cc2)no1	?
CC(C)CC(=O)NCCC1CCN(C(=O)Nc2cc(F)cc(F)c2)CC1	56.2%[activator]
CN(Cc1ccccc1C(F)(F)F)C(=O)Cc1cccc(Cl)c1	63.3%[activator][176 µM]

In the list so far, these contain a thiophene ring, fused or not:
Molecule	12-LOX inh
COC(=O)c1sccc1NC(=O)N1CCCC1c1noc(COc2ccc(F)cc2)n1 (stereo unspecified)	14.1%
Cc1ccsc1C(=O)N1CCC(n2cc(-c3nc(-c4ccccc4)no3)nn2)CC1	18.8%
C[C@@H]1CN(C(=O)CCCc2cccs2)C[C@@]1(O)C1CCC1	52.5%[activator]

New compounds follow
Molecule	12-LOX inh
COc1ccc2[nH]c3c(c2c1)CCN(C)C31CCN(C(=O)c2cccnc2)CC1	44.7%[activator]
OC(COc1ccccc1CNCC1CCOCC1)CN1CCSCC1 (stereo unspecified)	13.7%
Cn1ncc2c(C(=O)NCc3ccc(F)cc3)cc(-c3ccc([S+](C)(=O)[O-])cc3)nc21	-2.5%[6.33 µM]
CN1CCC([C@@H]2CN(S(=O)(=O)c3cccnc3)C[C@H]2C(N)=O)CC1	58.3%[activator]
O=C(NCc1ccncc1)C1CCN(C(=O)N2CC3CC(C2)[C@H]2CCCC(=O)N2C3)CC1 (stereo partly specified)	139.8%[activator]
COC[C@@H]1CN(Cc2ccc(F)c(F)c2)C[C@H]1C(=O)NC1CC1	28.8%
O=C(CN1CCN(c2nc3ncccc3o2)CC1)c1cccc(Cl)c1	9.1%
O=C(CCCc1c[nH]c2ccccc12)N[C@@H]1CCOC[C@H]1OCC1CC1	23.0%
COc1ccc(Nc2cnc3ccc(-c4cccc(CO)c4)nn23)cc1	-0.5%[176 µM]
COC[C@@H]1CN(C(=O)Cc2ccc(OC)cc2)C[C@H]1c1nc(C)no1	16.6%
COCCNC(=O)[C@@H]1CCC[C@@H](NC(=O)c2cc(C)on2)CN(C)C(=O)C1	33.5%[activator][176 µM]
NC(Cc1ccc(O)cc1)C(=O)NN=Cc1ccccc1O (stereo unspecified)	?
c1ccc(-c2cnc3n2C[C@H](CNCc2nccs2)OC3)cc1	68.9%[activator][176 µM]
CCCNC(=O)N1CCn2nc(C(O)c3ccccc3)cc2C1 (stereo unspecified)	41.7%[activator]
CN1[C@@H](CCC(=O)NCc2cccnc2)CNC(=O)[C@@H]2[C@H]1CCN2Cc1cccc(Cl)c1	42.4%[activator]
Cc1nc(NCCN2CCC(O)CC2)cc(C2CC(O)C2)n1 (stereo unspecified)	57.8%[activator]
CCc1noc([C@@H]2CC(F)(F)CN2C(=O)CCn2ccnc2)n1	6.1%
C=CCN1CCN(C(=O)C2CCCN(S(C)(=O)=O)CCC(=O)NCC2)CC1 (stereo unspecified)	33.9%[activator]
COC(=O)CNC(=O)C1CCc2nnc(-c3ccc(Cl)cc3Cl)n21 (stereo unspecified)	?
O=C(NCc1ccc(Cl)cc1)c1cnn2ncccc12	18.5%[176 µM]
CCNC(=O)C1CC(c2ccc(CC)cc2)CN(C(=O)c2ccoc2)C1 (stereo unspecified)	1.1%
Cc1ccc(C(=O)NC2CCN(c3cc(-c4cccs4)[nH]n3)C2)cc1 (stereo unspecified)	4.2%
COc1ccccc1C(=O)NCCC1CCN(C(=O)Nc2ccccc2C)CC1	34.6%[activator]
COC(=O)[C@]12C[C@H](CC(=O)NCc3cccs3)C(=O)N(CCC3=CCCCC3)C1=C[C@H](C(C)(C)C)O[C@@H]2C	-11.9%
Cc1cc(C(F)(F)F)nn1CC(=O)N1CC[C@H](CO)[C@H](NC(=O)C2CC2)C1	15.1%
O=C(O)C1Cn2cccc2C(=O)N1Cc1cccnc1 (stereo unspecified)	?
O=C(CCc1ccccc1)N1CCC(Oc2ncccc2C(=O)N2CCCCC2)C1 (stereo unspecified)	28.0%
Cc1cccc(S(=O)(=O)Nc2cccn3nc(C4CCC4)nc23)c1	34.8%
COc1ccc(-c2nc(N3CCOC[C@H]3C)cc3c2CN(C(C)C)C3=O)cc1	?
c1ccc(-c2cnc3n[nH]c(-c4ccc5c(c4)OCO5)c3n2)cc1	19.9%[176 µM]
O=C(c1ccc(C(F)(F)F)cc1)N1CC[C@H]2COC(=O)N2c2cc(F)ccc2C1	14.3%[176 µM]
Cc1ncc2n1C(=O)N(C1CCN(C(=O)Nc3ccc(Cl)cc3)CC1)C2	37.9%[activator]
O=C(Nc1cccc(F)c1)N1CCC(Oc2ccccc2-c2nc(-c3ccncc3)no2)C1 (stereo unspecified)	34.6%[activator]
COc1ccc(-c2noc3ccccc23)cc1	-14.6%
O=C(Nc1ccc(F)c(Cl)c1)c1cc2n(n1)CC(c1ccc3c(c1)OCO3)OC2 (stereo unspecified)	26.0%
NC(=O)[C@@H]1C[C@H](Oc2cccnc2)CN1S(=O)(=O)c1ccc2c(c1)OCCO2	16.0%
CCNC(=O)NCCc1ncc(C)n1CC1CC1	32.6%[activator]
C[S+](=O)([O-])N1Cc2ccccc2CC2(CCN(Cc3ccccn3)CC2)C1	36.2%[activator]
Cc1ccc(CCNC(=O)c2ccc(Cn3ccn4nc5c(c4c3=O)CCCC5)cc2)cc1	10.6%
O=C(O)c1cnc(NCc2ccccn2)nc1-c1cccc(Cl)c1	-1.6%
COc1cccc(CCC(=O)N2CCCC2c2nc(C3CCOCC3)no2)c1 (stereo unspecified)	14.0%
COc1cccc(CNC(=O)Cn2nc3n(c2=O)CCCC3)c1	15.8%

Assay outcomes: PubChem, National Center for Advancing Translational Sciences (NCATS)

Only part of the results is shown; count on the stated rates, not on these rows.
